Screening data as filed in PubChem.
TbPYK inhibitor = T. brucei pyruvate kinase inhibition | Q57TT1 | TbPYK enzyme, Kinase-Glo Plus ATP luminescence, 45 min | Potency, µM (series often up to 76.8 µM), inactives show at the top dose activity, negative = inhibition, hits mostly inhibitors | actives 0.12% (n = 410,000) | AID 624173; note: potency is the fitted concentration of half-maximal effect; nearly all actives have a fitted effect of over 50% in size
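Glycolytic pyruvate kinase of T. brucei was incubated with substrate, test compound and 130 uM ADP for 45 minutes at room temperature. Luminescent Kinase-Glo Plus signal was measured after 10 minutes.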
AmpC inh no detg = inhibitors of E. coli AmpC beta-lactamase without detergent; Potency, µM (titrated, usually from 57.1 µM), inactives show at the highest dose activity change, negative = inhibition, hits mostly inhibitors; P00811; actives 0.52% (n = 330,000); AmpC nitrocefin hydrolysis, absorbance 480 nm, 0.0001% Triton;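 note: potency is the fitted concentration of half-maximal effect; plate controls were no compound for no effect and no enzyme for full effect; nearly all actives have a fitted effect of over 20% in size; some results filed as inactive show a strong effect at the top dose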
Target sequence (P00811 whole entry, looked up): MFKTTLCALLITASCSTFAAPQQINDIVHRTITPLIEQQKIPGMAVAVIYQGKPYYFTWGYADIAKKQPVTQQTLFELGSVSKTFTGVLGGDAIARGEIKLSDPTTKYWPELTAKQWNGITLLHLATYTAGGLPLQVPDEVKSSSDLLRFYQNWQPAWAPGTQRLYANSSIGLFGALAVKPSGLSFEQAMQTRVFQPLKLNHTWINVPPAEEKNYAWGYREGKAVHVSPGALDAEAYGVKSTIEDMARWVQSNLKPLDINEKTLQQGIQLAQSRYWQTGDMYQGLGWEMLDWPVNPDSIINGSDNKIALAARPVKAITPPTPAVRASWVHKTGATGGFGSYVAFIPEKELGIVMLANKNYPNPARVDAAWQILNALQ
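20 mM phosphate pH 7.0 + 0.01% (detergent screen) or 0.0001% Triton X-100; 5.3 nM AmpC reagent; cpd preinc 15 min RT; nitrocefin (800 uM stock) to start; A480 q20 s × 4 min; Activity was normalised to no-enzyme and no-compound control wells.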
HCMV antiviral = human cytomegalovirus inhibition; actives 4.5% (n = 410,000); activity change, negative = inhibition, % at 57.5 µM; HFF cells, HCMV-luciferase reporter, 72 h; stronger effect = lower value; in the data active = activity change below about -60%; inconclusive = no clear call, values can overlap the other calls; inactive = above about -39%
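After 16 h attachment at 37C, HFF cells received test compound and HCMV-luciferase (1 PFU/cell); reporter luminescence read 72 h later, data normalized against buffer-only and known inhibitor Salinomycin.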
AMA1 RON2 block = inhibitors of Plasmodium falciparum AMA1-RON2 interaction; AlphaScreen AMA1-biotinylated RON2 peptide binding; AID 720542; actives 0.2% (n = 360,000); Potency, µM (doses to about 58.2 µM), without a hit: at the highest dose activity change, negative = inhibition, hits mostly inhibitors;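 note: potency is the fitted concentration of half-maximal effect; 0% = vehicle wells and -100% = peptide control; nearly all actives have a fitted effect of over 45% in size; some results filed as inactive show a strong effect at the top dose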
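AMA1 (3D7) with his tag at 25 nM final met compounds first, then biotinylated RON2 peptide at 25 nM; detection used donor plus acceptor beads, 10 µg/mL apiece, read by AlphaScreen after 30 min at room temperature.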
AmpC inh detg = inhibitors of E. coli AmpC beta-lactamase with detergent | Potency, µM (doses to about 114 µM), inactives show at the top dose activity change, negative = inhibition, usual class: inhibitors | actives 0.041% (n = 370,000) | AID 485294 | AmpC hydrolysis of nitrocefin, absorbance 480 nm, 0.01% Triton | P00811;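 note: potency is the fitted concentration of half-maximal effect; 0% = no-compound wells and -100% = no-enzyme wells; nearly all actives have a fitted effect of over 25% in size; some results filed as inactive show a strong effect at the top dose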
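AmpC (5.3 nM in the dispensed reagent) in 20 mM phosphate pH 7.0 with 0.01% (detergent screen) or 0.0001% Triton X-100 was preincubated with compounds for 15 min at room temperature. Nitrocefin was then added from an 800 uM solution, and hydrolysis was followed at 480 nm.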
Sm TGR block = blocks Schistosoma mansoni thioredoxin glutathione reductase | purified TGR, DTNB reduction, TNB absorbance 405 nm | Q962Y6 | Potency, µM (top dose mostly 114 µM), without a hit: top-dose activity change, negative = inhibition, usual class: inhibitors | actives 3% (n = 360,000); note: potency is the fitted concentration of half-maximal effect; nearly all actives have a fitted effect of over 60% in size
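First, TGR (20 nM dispensed) and NADPH were mixed with compound. Second, a 15 min room-temperature incubation followed. Third, further NADPH and then DTNB were added to start the reaction. Finally, TNB absorbance was monitored kinetically.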
LmPK inhibitor = blocks Leishmania mexicana pyruvate kinase activity | Q27686 | purified LmPK, Kinase-Glo ATP luminescence, 1 h | Potency, µM (titrated, usually from 57.5 µM), without a hit: at the highest dose activity change, negative = inhibition, hits mostly inhibitors | actives 0.37% (n = 290,000) | AID 1721; note: potency is the fitted concentration of half-maximal effect
Target sequence (Q27686 whole entry, looked up): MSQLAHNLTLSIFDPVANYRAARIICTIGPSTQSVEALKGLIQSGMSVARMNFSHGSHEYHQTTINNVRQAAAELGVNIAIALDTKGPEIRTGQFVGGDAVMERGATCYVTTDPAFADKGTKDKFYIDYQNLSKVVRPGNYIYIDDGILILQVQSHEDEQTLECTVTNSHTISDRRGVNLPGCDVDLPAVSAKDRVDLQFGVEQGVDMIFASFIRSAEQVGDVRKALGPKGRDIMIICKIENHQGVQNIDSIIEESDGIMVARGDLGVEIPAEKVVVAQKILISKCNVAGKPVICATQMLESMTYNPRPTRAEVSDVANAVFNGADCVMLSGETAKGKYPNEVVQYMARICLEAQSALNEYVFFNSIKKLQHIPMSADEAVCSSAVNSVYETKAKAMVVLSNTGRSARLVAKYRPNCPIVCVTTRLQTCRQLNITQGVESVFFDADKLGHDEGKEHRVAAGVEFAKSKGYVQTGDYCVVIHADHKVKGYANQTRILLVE
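In 50 mM imidazole pH 7.2 with 7 mM MgCl2, LmPK (0.1 nM) turned over PEP (0.5 mM) and ADP (0.1 mM) for 1 h at room temperature. Luciferase read-out of ATP.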
Active calls of the source: *; ? = inconclusive; nt = not tested or not shown; & = joins results of further samples; [ ] = dose if it differs, or a comment. Unless noted, calls come from the whole dose curve; as a rule, active = well fitted curve in the direction sought with a large enough effect; inconclusive = small, poorly fitted or top-dose-only effect, or another doubt; inactive = no such curve, though single readings can be large; an effect the other way counts as inactive or inconclusive. Unless noted, % is set by controls: 0 for no effect and ±100 for the full control effect. Compounds were not picked by outcome; 7.4% or so of the library scored in one or more.

Start of the listing, in advance (16 entries):
SMILES	TbPYK inhibitor	AmpC inh no detg	HCMV antiviral	AMA1 RON2 block	AmpC inh detg	Sm TGR block	LmPK inhibitor
CCN(CC)CC(=O)Nc1ccc([N+](=O)[O-])cc1	-1%	-4%	-26	0%	-6%	nt	0%
CCOC(=O)c1ccc(S(=O)(=O)NCCNCc2ccccc2)cc1	-3%	-14%	8	35%[activator]	nt	nt	nt
O=C(NCCNC(=O)Oc1cccc2ccccc12)Oc1cccc2ccccc12	7%	nt	44	5%	nt	nt	nt
C=CCCCCCCCCC(=O)Nc1c[nH]c(=O)[nH]c1=O	2%	-14%	-28	-6%	-11%	17%	1%
CNC(=O)Nc1nnc(C(C)(C)C)s1	-5%	-3%	19	-4%	0%	-9%	0%
CC(=O)Nc1ccc(NC(=O)CSc2nnnn2-c2ccc(F)cc2)cc1	1%	1%	11	18%	-8%	?	2%
O=c1cc(O)c2sc(Nc3ccc(F)cc3)nc2[nH]1	-12%	?	-92*	-3%	-7%	-13%	-3%
CCCC(C)c1nc(C(N)=O)c2[nH]c(=O)n(-c3ccc(OC)c(OC)c3)c2n1 (stereo unspecified)	0%	6%	-32	20%	-9%	-4%	-2%
CCN(CC)C(=O)CSc1nc(O)c(Cc2ccc(OC)cc2)c(=O)[nH]1	-18%	-12%	27	18%	-4%	0%	-8%
Cc1c(C(=O)N2CCCCCC2)c(S(=O)(=O)NCc2ccc(Br)cc2)c(C)n1C	4%	nt	-7	nt	5%	0%	nt
CCS(=O)(=O)c1nc(S(=O)(=O)c2ccc(Cl)cc2)c(NCc2ccccn2)s1	0%	-8%	-31	21%	0%	-4%	13%
CCCc1nc(SCC(=O)NCC2CCCO2)c2c(=O)n(C)c(=O)n(C)c2n1 (stereo unspecified)	5%	-10%	-24	-10%	-10%	0%	-4%
O=C(Cn1nc(Cc2cccnc2)c2ccccc2c1=O)Nc1cccnc1Cl	3%	-16%	27	2%	-9%	-22%	7%
COCCNC(=O)C1(C)CCCN(C(=O)c2ccccc2)C1 (stereo unspecified)	-6%	nt	-4	11%	nt	nt	nt
Cc1ccccc1C(=O)NCc1ccc2c(c1)CCN2C(=O)c1ccc(F)cc1	-4%	nt	3	nt	-1%	-7%	nt
COc1cccc(NC(=O)N2CCCC2C(=O)NC2CC2)c1 (stereo unspecified)	-1%	-23%	54	7%	-9%	-11%	6%

The list itself, from the first entry:
SMILES	TbPYK inhibitor	AmpC inh no detg	HCMV antiviral	AMA1 RON2 block	AmpC inh detg	Sm TGR block	LmPK inhibitor
CCN(CC)CC(=O)Nc1ccc([N+](=O)[O-])cc1	-1%	-4%	-26	0%	-6%	nt	0%
CCOC(=O)c1ccc(S(=O)(=O)NCCNCc2ccccc2)cc1	-3%	-14%	8	35%[activator]	nt	nt	nt
O=C(NCCNC(=O)Oc1cccc2ccccc12)Oc1cccc2ccccc12	7%	nt	44	5%	nt	nt	nt
C=CCCCCCCCCC(=O)Nc1c[nH]c(=O)[nH]c1=O	2%	-14%	-28	-6%	-11%	17%	1%
CNC(=O)Nc1nnc(C(C)(C)C)s1	-5%	-3%	19	-4%	0%	-9%	0%
CC(=O)Nc1ccc(NC(=O)CSc2nnnn2-c2ccc(F)cc2)cc1	1%	1%	11	18%	-8%	?	2%
O=c1cc(O)c2sc(Nc3ccc(F)cc3)nc2[nH]1	-12%	?	-92*	-3%	-7%	-13%	-3%
CCCC(C)c1nc(C(N)=O)c2[nH]c(=O)n(-c3ccc(OC)c(OC)c3)c2n1 (stereo unspecified)	0%	6%	-32	20%	-9%	-4%	-2%
CCN(CC)C(=O)CSc1nc(O)c(Cc2ccc(OC)cc2)c(=O)[nH]1	-18%	-12%	27	18%	-4%	0%	-8%
Cc1c(C(=O)N2CCCCCC2)c(S(=O)(=O)NCc2ccc(Br)cc2)c(C)n1C	4%	nt	-7	nt	5%	0%	nt
CCS(=O)(=O)c1nc(S(=O)(=O)c2ccc(Cl)cc2)c(NCc2ccccn2)s1	0%	-8%	-31	21%	0%	-4%	13%
CCCc1nc(SCC(=O)NCC2CCCO2)c2c(=O)n(C)c(=O)n(C)c2n1 (stereo unspecified)	5%	-10%	-24	-10%	-10%	0%	-4%
O=C(Cn1nc(Cc2cccnc2)c2ccccc2c1=O)Nc1cccnc1Cl	3%	-16%	27	2%	-9%	-22%	7%
COCCNC(=O)C1(C)CCCN(C(=O)c2ccccc2)C1 (stereo unspecified)	-6%	nt	-4	11%	nt	nt	nt
Cc1ccccc1C(=O)NCc1ccc2c(c1)CCN2C(=O)c1ccc(F)cc1	-4%	nt	3	nt	-1%	-7%	nt
COc1cccc(NC(=O)N2CCCC2C(=O)NC2CC2)c1 (stereo unspecified)	-1%	-23%	54	7%	-9%	-11%	6%
CCOC(=O)c1ccc(Oc2ccc(C(F)(F)F)cn2)cc1	7%	-24%	-14	19%	?	-1%	5%
O=C(O)CC/C(=N\NC(=O)c1ccncc1)c1ccccc1	0%	-12%	8	8%	-5%	1%	-1%
S=C(NNC(=S)Nc1ccc(Cl)cc1)NNc1ccccc1	?	nt	?	104%[activator]	nt	nt	nt
CCNC(=O)CC1C(=O)N(c2ccc(C)cc2)C(=O)N1CCOC (stereo unspecified)	0%&-3%	-6%	7&4	-2%	-1%&1%	7%&11%	-5%
CCC1Oc2ccc(C)cc2N(CC(=O)N(Cc2cccnc2)Cc2ccc(C)o2)C1=O (stereo unspecified)	1%	144%[activator]	-35	-2%	?	-13%	2%
Nc1nc2nc(-c3ccc(OCc4ccccc4)cc3)cc(C(F)(F)F)n2n1	-2%	0%	-37	-6%	-3%	-12%	8%
Oc1[nH]c2ccccc2c1N=Nc1ccccc1	-13%	-42%	132	-3%	?	-3%	-11%
Cc1ccc2nc(SCC(=O)NCc3ccc4c(c3)OCO4)nc(=O)n2c1	1%	-10%	-36	12%	6%	3%	nt
COc1ccc(C(C(N)=O)c2ncc(C(F)(F)F)cc2Cl)cc1 (stereo unspecified)	-12%	4%	-36	0%	-14%	-4%	1%
Additional results
SMILES	TbPYK inhibitor	AmpC inh no detg	HCMV antiviral	AMA1 RON2 block	AmpC inh detg	Sm TGR block	LmPK inhibitor
COc1ccc(NC2=NC(=S)N(c3ccccc3C)C23CCCCC3)cc1	1%	-5%	-18	10%	-2%	-12%	-1%
Cc1ccc(S(=O)(=O)NNC(=O)c2cnn(-c3ccccc3)c2-n2cccc2)cc1	0%	-25%	21	0%	-4%	21%	2%
O=C(CSc1ncn[nH]1)Nc1ccccc1Sc1ccccc1	1%	-29%	-31	2%	?	0%	-2%
NNc1ccc2nncn2n1	0%	-9%	14	32%[activator]	-3%	35µM*	6%
O=C(N/N=C/c1cccs1)c1n[nH]c2c1CCC2	-18%	-41%	26	39%[activator]	?	2%	25µM*
O=C(COC(=O)c1cc(S(=O)(=O)Nc2ccccc2Cl)ccc1O)Nc1nc2ccccc2s1	-6%	-33%	-18	-1%	9%	-4%	-8%
CCc1ccccc1NC(=O)CSc1ncn[nH]1	-4%	-7%	59	-2%	2%	4%	5%
CCOc1ccc(CC(=O)Nc2nccs2)cc1	-1%	-32%	19	3%	1%	-8%	3%
Cc1ccc(S(=O)(=O)Nc2ccc3c(c2)nc(CCN2CCCC2)n3C)cc1	5%	69%[activator]	?	36%[activator]	1%	1%	2%
COc1ccc(C(=O)NCC(=O)O)cc1	-5%	nt	6	1%	-9%	-25%	-3%
O=C(c1cccc2cccc(O)c12)N1CCCCC1	3%	-13%	6	1%	?	40µM*	-8%
COc1ccc(C2N=C(c3ccccc3)C(C)(C)N2O)cc1OC (stereo unspecified)	?	14%	-22	7%	-20%	0%	5%
CNc1oc(-c2ccc(Cl)cc2)nc1P(=O)(c1ccccc1)c1ccccc1	-11%	146%[activator]	60	-13%	-6%	0%	-1%
CC1(C)CC(=O)C=C(NCCN2CCNCC2)C1	8%	4%	8	0%	-4%	-17%	-1%
COc1cc(C(=S)N2CCCCC2)ccc1O	-9%	-12%	22	-4%	-5%	4%	5%
CN1C(=O)N(C)C(=O)C2(Cc3cc(NC(=O)c4ccccc4Cl)ccc3N3CCCC32)C1=O (stereo unspecified)	0%	114%[activator]	10	8%	-6%	?	-9%
Cc1nn(C(C)(C)C)c(OC(=O)C(C)(C)C)c1Sc1ccccc1	5%	nt	4	nt	0%	1%	nt
COc1ccc(C(C(=O)NC2CCCC2)N(C(=O)c2ccco2)c2ccc3c(c2)OCO3)cc1OC (stereo unspecified)	-9%	39%	-75*	-4%	-11%	-3%	2%
O=C(/C=C/c1cc2c(cc1Br)OCO2)NCc1ccc(Cl)cc1	3%	-19%	-26	-7%	-6%	-19%	5%
CN(Cc1ccccc1F)c1ccc(S(=O)(=O)N2CCCC2)cn1	1%	-15%	-1	-9%	0%	4%	-1%
C=C(C)CN1C(=O)c2ccccc2C1=O	-2%	-13%	25	4%	2%	-2%	3%
O=C(CSc1nnc(-c2ccco2)n1CC1CCCO1)c1ccc(F)cc1 (stereo unspecified)	?	-12%	27	-6%	-8%	?	3%
Cc1cc(C)cc(NC(=O)CS(=O)(=O)c2cccc3nsnc23)c1	-18%	-41%	-31	-18%	-8%	?	-7%
COc1ccc(NC(=O)CSc2nnc(-c3cccnc3)n2Cc2ccco2)c(OC)c1	0%	35%	10	-1%	-4%	-10%	-5%
COC1=CC(=O)OC12CCCCC2	3%	-4%	-7	6%	9%	0%	2%
CCN(CC)C(=O)Cn1c(=O)n(Cc2ccc(C(=O)NCc3ccccc3Cl)cc2)c(=O)c2ccccc21	7%	nt	3	nt	4%	7%	nt
Cc1cc(C)c(NC(=O)NC(=O)c2cccc(F)c2)c(C)n1	7%	-3%	42	-7%	-2%	4%	-2%
Cc1cc(C)c2oc(C(=O)NCc3ccccc3)cc(=O)c2c1	-2%	-7%	9	-2%	-13%	19%	-11%
